# hERG WT inh – qHTS for Inhibitors of KCHN2 3.1: Wildtype qHTS; activity change, % at 1.84 µM; U2OS, BacMam KCNH2, thallium flux FluxOr; stronger effect = lower value; Voltage-gated inwardly rectifying potassium channel KCNH2 (Homo sapiens), Q12809; actives 0.37% (n = 340,000);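 active = maximum activity change below -70%; inconclusive = maximum activity change between -70% and -50%; inactive = maximum activity change above -50%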; note: % is set by controls: 0 for no effect and ±100 for the full control effect
#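 U2OS cells were transduced with wild-type KCNH2 virus (2.03 x 10^8 / mL) for 4 h at room temperature, then cultured overnight at 37 C. Thallium flux was read with FluxOr dye. Rate constants were normalized to DMSO controls.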
# TRPV1 ag – HTS Assay for Compounds that Act as Agonists of the Vanilloid Receptor 1; Transient receptor potential cation channel subfamily V member 1 (Homo sapiens), Q8NER1; TRPV1-expressing cells, Fluo-8 calcium influx, agonist mode; activation, % at 8.33 µM; actives 0.19% (n = 320,000); AID 540275, 2011; in the data active = activation above about 80%; inconclusive = between about 30% and that limit; note: 0% is about no effect
#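 TRPV1-expressing cells were cultured overnight at 35.5C and loaded with Fluo-8 calcium dye for 40 to 90 min at room temperature. After a 10 s baseline, compound was added and calcium influx was read kinetically for 3 min (ex 480/em 520 nm).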
# MLL CXXC-DNA inh – qHTS Fluorescence Polarization Assay for Inhibitors of MLL CXXC domain - DNA interaction; AID 2662, 2010; Histone-lysine N-methyltransferase 2A (Homo sapiens), Q03164; actives 0.037% (n = 290,000); Potency, µM (titrated, usually from 115 µM), inactives show at the top dose activity change, negative = inhibition, hits mostly inhibitors; MLL-CXXC / FITC-HOXA9 DNA fluorescence polarization; active = well fitted inhibition curve with a large enough effect in the polarisation, with a control signal flat, not every such curve was filed as active; inconclusive = small, poorly fitted or top-dose-only effect, or effect the other way, or a change in a side signal; inactive = no such curve, though single readings can be large or run the other way; the % refers to the polarisation; note: potency is the fitted concentration of half-maximal effect
#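 Steps: dispense CXXC domain solution (7 uM) → pin compounds or unlabeled HOX-A9 DNA control → 5 min ambient → add FLSN-HOX-A9 solution (50 nM) → spin → 30 min ambient → fluorescence polarization. Tris pH 7.5/NaCl/DTT/BSA buffer.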
# a7 integrin act – qHTS for Activators of Integrin-Mediated Alleviation for Muscular Dystrophy | alpha7betagal myoblasts, beta-gal FDG fluorescence, 48 h | Potency, µM (highest dose often 38.3 µM), without a hit: at the top dose activation, usual class: activators | actives 0.064% (n = 350,000) | AID 624291, 2012;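 note: potency is the fitted concentration of half-maximal effect; 100% = response of the positive control SU9516; nearly all actives have a fitted effect of over 60% in size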
#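 Alpha7betagal+/- myoblasts (passage 13) were plated 16-24 hr, then exposed to compounds (1:260 dilution of DMSO stock) for 48 hours at 37C. After MPER lysis, β-galactosidase reporter activity was read as FDG fluorescence (ex 480/em 540) after 30 minutes.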
# Coupling enz – qHTS Assay for Inhibitors of Fructose-1,6-bisphosphate Aldolase from Giardia Lamblia: Coupling assay counterscreen | coupling enzyme system counterscreen, AmpLite Red fluorescence | activity change, negative = inhibition, % at 58.2 µM, hits read low | actives 0.67% (n = 290,000); in the data active = activity change below about -30%; note: % is set by controls: 0 for no effect and ±100 for the full control effect
#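 Counterscreen of the coupled detection system alone, without aldolase: glyceraldehyde-3-phosphate coupling enzymes plus AmpLite Red readout. Compounds at 57.5 uM final, 10 min RT preincubation, 20 min RT reaction, fluorescence 525/598 nm.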
# AT treatment – qHTS Assay for Identifying a Potential Treatment of Ataxia-Telangiectasia; Potency, µM (highest dose often 57.5 µM), inactives show at the highest dose activation, most hits filed as activators; actives 0.19% (n = 320,000); AID 485349, 2010; […] A-T fibroblasts, KAP-1 phosphorylation AlphaLISA; neocarzinostatin DNA damage 30 min before lysis; note: potency is the fitted concentration of half-maximal effect; % of control where 0% means no effect; nearly all actives have a fitted effect of over 45% in size
#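 ATM-like activity read as KAP-1 phosphorylation via AlphaLISA donor/acceptor antibody pairs after lysis and 6 hr at 25C. Cells were ATM-null patient fibroblasts ([…], hTERT), dosed 60 min, then exposed to the DSB inducer NCS for 30 min.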
# GALK inhibitor – qHTS Assay for Inhibitors of Human Galactokinase (GALK). P51570. Purified GALK, Kinase-Glo residual ATP luminescence. Potency, µM (doses to about 57.5 µM), for the others: top-dose activity change, negative = inhibition, hits mostly inhibitors. actives 0.007% (n = 270,000). AID 1868, 2009; note: potency is the fitted concentration of half-maximal effect; % is set by controls: 0 for no effect and ±100 for the full control effect
#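 Compounds were pin-transferred into ATP buffer (35 uM final), then GALK plus galactose (5 nM, 100 uM final) was added. After 1 h at room temperature, Kinase-Glo Plus was added and luminescence read after 10 min.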
# MBNL1 CUG block – qHTS Assay for Inhibitors of MBNL1-poly(CUG) RNA binding; Muscleblind-like protein 1 (Homo sapiens), Q9NR56; TR-FRET MBNL1-His/biotin-(CUG)12 binding, 665/545 ratio; Potency, µM (titrated, usually from 57.5 µM), for the others: at the highest dose activity change, negative = inhibition, actives largely listed as inhibitors; actives 0.036% (n = 280,000); AID 2675, 2010; active = well fitted inhibition curve with a large enough effect in the signal ratio, with a control signal flat, not every such curve was filed as active; inconclusive = small, poorly fitted or top-dose-only effect, or effect the other way, or a change in a side signal; inactive = no such curve, though single readings can be large or run the other way; the % refers to the signal ratio; note: potency is the fitted concentration of half-maximal effect; % is set by controls: 0 for no effect and ±100 for the full control effect
#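 TR-FRET readout: Ex 340 nm, 665/545 nm emission ratio, normalized to buffer-only (basal) and MBNL1-(CUG)12 controls. Complex of MBNL1-His with Biotin-(CUG)12, compounds 92 nM–58 uM, incubated 60 min at room temperature.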
# S-ASM inh – Inhibitors of Secretory Acid Sphingomyelinase (S-ASM): qHTS. placental ASM, HMU-PC fluorogenic substrate, 60 min. Potency, µM (highest dose often 57.5 µM), for the others: top-dose activity change, negative = inhibition, actives largely listed as inhibitors. actives 0.006% (n = 340,000). Sphingomyelin phosphodiesterase (Homo sapiens), P17405; note: potency is the fitted concentration of half-maximal effect
#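 HMU-PC0 cleavage (9 uM final) by human placental ASM, 60 min at 37 °C following 10 min compound exposure at RT; stopped at pH 10, fluorescence Ex 386/Em 447 nm.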
# KCNH2 3.1 inh – qHTS for Inhibitors of KCHN2 3.1: Mutant qHTS. U2OS KCNH2 3.1, thallium flux FluxOr; stronger effect = lower value. activity change, % (tested at about 1.8 µM). AID 720553, 2013. actives 0.95% (n = 340,000). Potassium voltage-gated channel subfamily H member 2, brain isoform KCNH2 3.1 (human);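 active = maximum activity change below -70%; inconclusive = maximum activity change from -70% to -50%; inactive = maximum activity change above -50%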;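 note: thallium influx rate constant from kinetic fluorescence after stimulation buffer; % is set by controls: 0 for no effect and ±100 for the full control effect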
#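 We transduce U2OS cells with the mutant 3.1 virus, culture them overnight, load FluxOr with Red40 quencher for 45 min, then add stimulation buffer and read kinetically for 2 min to derive a normalized rate constant.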
# Active calls of the source: *; ? = inconclusive; . = no result given; [ ] = dose if it differs, or a comment. Unless noted, calls come from the whole dose curve; as a rule, active = well fitted curve in the direction sought with a large enough effect; inconclusive = small, poorly fitted or top-dose-only effect, or another doubt; inactive = no such curve, though single readings can be large; an effect the other way counts as inactive or inconclusive.
SMILES,hERG WT inh,TRPV1 ag,MLL CXXC-DNA inh,a7 integrin act,Coupling enz,AT treatment,GALK inhibitor,MBNL1 CUG block,S-ASM inh,KCNH2 3.1 inh
CC(=O)NCC(=O)NNC1CC(=O)N(c2cccc(Cl)c2)C1=O (stereo not given),-3.1,0.4,3.2%,12.8%,1.5,-3.0%,.,-2.8%,4.5%,0.7
O=C(Nc1ccccc1Cl)N1CCN(c2ccccn2)CC1,0.8,10.4,-4.6%,9.2%,1.2,-4.5%,0.0%,-0.1%,-1.1%,27.1
COc1ccc(N(CC(=O)Nc2ccccc2C(=O)NCc2ccco2)S(C)(=O)=O)cc1,-21.1,-1.8,-3.4%,-7.0%,2.3,3.5%,-0.7%,-3.1%,-2.1%,-1.0
CC1CC(C)CN(CC(=O)N2CCCc3c2c(=O)oc2ccc(OCc4ccccc4)cc32)C1 (stereo not given),16.8,28.1,1.8%,-61.1%[inhibitor],0.9,-1.2%,-0.9%,6.7%,-5.7%,-11.6
CSc1nnc(C)c(/C=C/Nc2ccc(F)cc2F)n1,-1.4,7.5,?,-5.7%,3.2,-2.6%,1.3%,?,-3.5%,-16.1
CCN(CC)S(=O)(=O)c1ccc(NC(=O)COC(=O)CNC(=O)C2CCCCC2)cc1,1.9,0.1,.,24.5%,.,6.7%,.,.,2.3%,-6.6
COC(=O)c1ccc(NC(=O)C[n+]2ccccc2C)cc1,6.0,2.8,5.1%,18.6%,3.7,9.1%,0.0%,-3.0%,-2.6%,9.4
O=C(Cn1cc([N+](=O)[O-])cn1)NCc1cc2ccccc2[nH]1,1.5,-2.2,8.9%,-9.4%,3.4,15.7%,2.8%,20.8%,2.5%,1.1
COc1ccccc1NC(=O)CN(Cc1ccco1)C(=O)c1ccc(Cl)nc1,-11.0,-5.4,-3.4%,6.2%,-2.0,-3.0%,12.8%,-2.6%,0.2%,2.7
Cc1ccc([N+](=O)[O-])cc1NC(=O)CN(C(=O)c1ccc(Cl)cc1)C1CCCCC1,2.2,6.5,-4.9%,-2.9%,-4.5,3.3%,-2.5%,14.5%,-7.4%,-9.1
CC1CCN(C(=O)c2cc3c(=O)n4ccccc4nc3s2)CC1,1.5,3.8,12.9%,-5.7%,-0.3,11.0%,1.4%,?,.,10.7
O=C1C=C(c2ccc(C(=O)O)cc2)C[C@@H](c2ccc(F)cc2)C1,3.6,.,.,21.9%,.,-1.7%,.,.,18.4%,1.1
COc1ccc(NC(C)=O)cc1NC(=O)c1ccc2ccccc2c1,-8.3,-0.4,0.2%,9.7%,-0.5,-2.1%,-2.1%,17.4%,-0.8%,2.3
Cc1cccc(CN(CC(=O)N/N=C/c2ccco2)S(=O)(=O)c2ccc(Cl)cc2)c1,-9.9,8.2,1.0%,10.5%,2.4,2.5%,0.4%,0.0%,-11.9%,-7.5
CC(C)OCCCNc1ncc2c(n1)CC(c1ccccc1)CC2=O (stereo not given),-0.8,1.5,-1.3%,23.2%,-26.3,-0.3%,1.1%,13.2%,3.3%,-9.3
O=C1CCN(C(=S)NCc2ccccc2)CC1,3.2,-0.7,6.7%,-23.0%,0.9,-2.1%,9.4%,-3.4%,5.6%,4.7
COc1cc(OC)c(OC)cc1CN1CCN(Cc2cccc(F)c2)CC1,0.8,0.6,-1.6%,2.5%,-0.7,-3.2%,-0.1%,2.6%,-3.1%,-8.0
CCCCn1c(N)c(N(CC(C)C)C(=O)c2oc3ccc(Br)cc3c2C)c(=O)[nH]c1=O,-9.4,3.0,.,-39.3%,.,9.3%,.,.,7.9%,-16.1
Cn1c(=O)c(Sc2ccccc2)c(O)c2ccccc21,2.4,-9.0,1.8%,-2.5%,-1.0,3.1%,0.5%,22.7%,5.7%,22.4
O=C(NC1CCCCCC1)c1cccc(S(=O)(=O)N2CCOCC2)c1,-14.3,.,.,0.0%,.,-2.5%,.,.,2.4%,22.3
Cc1c(CN2CCN(c3cccc(C(F)(F)F)c3)CC2)c(=O)n(-c2ccccc2)n1C,4.2,7.1,19.5%,9.0%,3.4,-11.0%,1.2%,-14.0%,-3.1%,-12.8
O=C(CCC(=O)N1CCN(S(=O)(=O)c2ccc3ccccc3c2)CC1)NCC(F)(F)F,2.4,-0.1,16.8%,-23.0%,1.2,-2.3%,9.5%,9.2%,-1.9%,-20.9
CCN(CC)S(=O)(=O)c1ccc(Cl)c(OC)c1,-20.2,3.7,-4.2%,-23.6%,-0.2,2.6%,0.8%,-4.8%,3.2%,-22.9
CC(=O)Nc1nc2nc(-c3ccccc3)cc(-c3ccccc3)n2n1,2.7,0.5,0.4%,-17.9%,0.7,5.1%,-1.7%,43.4%[activator],22.2%,0.8
Cn1c(=O)c2c(ncn2CC(=O)OCCCC(=O)c2ccc(Br)cc2)n(C)c1=O,3.8,.,.,-49.1%[inhibitor],.,2.7%,.,.,-0.3%,24.9
# Next structures follow:
SMILES,hERG WT inh,TRPV1 ag,MLL CXXC-DNA inh,a7 integrin act,Coupling enz,AT treatment,GALK inhibitor,MBNL1 CUG block,S-ASM inh,KCNH2 3.1 inh
COC(=O)c1cccc(NC(=O)CSc2nnnn2C)c1,-6.4,-0.4,1.0%,27.4%,-0.8,8.6%,5.5%,-2.1%,-2.8%,1.5
Cn1c(SCc2ccc(F)cc2)nnc1-c1cnccn1,1.3,1.4,12.9%,4.5%,1.8,7.7%,1.4%,-2.8%,-0.1%,-2.1
O=C(O/N=C1/CCCc2occc21)c1ccc(Cl)cc1Cl,1.6,16.2,9.2%,5.0%,-2.6,6.7%,1.2%,0.0%,-0.5%,-16.6
CC(C)C[C@H](NC(=O)OC(C)(C)C)C(=O)N/N=C/C1=Cc2ccccc2OC1C (stereo not given in full),12.2,0.4,0.8%,-57.4%[inhibitor],-8.8,-1.2%,-3.7%,2.2%,143.0%[activator],-46.8
COc1ccc2cc(C(C)=O)c(=O)oc2c1,-25.7,1.3,8.8%,2.1%,0.7,0.3%,2.6%,?,27.0%,11.8
O=C(CN1C(=O)NC2(CCCCC2)C1=O)Nc1ccc(Cl)cc1,-8.6,.,.,14.1%,.,12.0%,.,.,-1.7%,-8.8
COc1cc(-c2cc(N)n(S(=O)(=O)c3ccc(F)cc3)n2)cc(OC)c1OC,-20.2,11.4,-11.5%,-14.3%,0.9,8.1%,0.1%,0.1%,-0.3%,7.7
Cc1cc(-c2csc(NCc3ccccc3)n2)c(C)n1C,-21.8,-0.4,11.2%,-6.5%,-8.4,15.2%,3.8%,1.1%,-10.9%,-3.0
COc1ccccc1N1C(=O)CC(Sc2nc(C)cc(C)n2)C1=O (stereo not given),-20.1,-0.3,-0.6%,-34.5%,-2.2,4.7%,-3.9%,-10.6%,1.5%,-1.7
CCc1ccc(CNC(=O)c2cc3c(C)nc4ccccc4c3o2)cc1,7.5,7.9,-1.2%,1.0%,2.8,1.2%,1.7%,?,?,11.4
Cc1csc(NC(=O)[C@@H]2CCCN2C(=O)c2cccs2)n1,-4.3,-4.2,-0.5%,0.5%,3.2,-2.8%,0.0%,.,4.0%,11.9
CCc1n[n+](CC(=O)c2ccccc2)c(N)s1,1.5,0.5,12.1%,-14.5%,-3.4,17.0%,-0.2%,.,-3.3%,3.9
Cc1nn(Cc2ccc(Cl)cc2Cl)c(Cl)c1/C=N/NC(=O)CNc1cccc(C(F)(F)F)c1,.,1.3,-5.1%,.,-1.4,-3.4%,-1.1%,2.2%,.,.
Cc1ccc(CC(=O)Nc2cccc(C#N)c2)cc1,29.0,8.5,7.6%,7.9%,2.9,1.2%,-3.6%,0.0%,1.1%,-25.3

# Screening results: PubChem, National Center for Advancing Translational Sciences (NCATS)

# Not a hit list; 2% or so of the library scored in one or more.
